MEX-5 binding = C. elegans MEX-5 TCR-2 RNA binding activity; activity score (negative = inhibition of binding), % at 10 µM; AID 1832; MEX-5/FITC-TCR2 RNA binding, fluorescence polarization; hits give low values; Q9XUB2; hit rate 0.38% among 300,000;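 active = inhibition past about -25% in most replicates, and total fluorescence under double the plate's negative control median, limit read from the data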;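 also: 0% = DMSO and -100% = 5 µM competing unlabeled TCR2 RNA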
TPT1 inh = blocks Candida albicans tRNA 2'-phosphotransferase; recombinant caTPT1, FP RNA substrate dephosphorylation; inhibition, % at 5 µM; hit rate 0.81% among 300,000; AID 1962;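 active = inhibition above the mean of all tested compounds plus 3 SD, set per screening campaign, cut at about 24% in these data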;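 also: plate controls were DMSO alone for no effect and ferristatin control at 100 nM for full effect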
GLD-1 TGE inh = GLD-1-TGE RNA interaction inhibition (C. elegans); Q17339; inhibition, % at 5.96 µM; hit rate 0.44% among 320,000; purified GLD-1 + fluorescein TGE RNA, fluorescence polarization;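 active = percent inhibition above a per-plate cutoff, the plate mean of test compounds plus 3 SD, cut at about 30% in these data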;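 also: 0% = DMSO wells with GLD-1 and probe and 100% = wells lacking GLD-1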
Target sequence (Q17339 whole entry, looked up): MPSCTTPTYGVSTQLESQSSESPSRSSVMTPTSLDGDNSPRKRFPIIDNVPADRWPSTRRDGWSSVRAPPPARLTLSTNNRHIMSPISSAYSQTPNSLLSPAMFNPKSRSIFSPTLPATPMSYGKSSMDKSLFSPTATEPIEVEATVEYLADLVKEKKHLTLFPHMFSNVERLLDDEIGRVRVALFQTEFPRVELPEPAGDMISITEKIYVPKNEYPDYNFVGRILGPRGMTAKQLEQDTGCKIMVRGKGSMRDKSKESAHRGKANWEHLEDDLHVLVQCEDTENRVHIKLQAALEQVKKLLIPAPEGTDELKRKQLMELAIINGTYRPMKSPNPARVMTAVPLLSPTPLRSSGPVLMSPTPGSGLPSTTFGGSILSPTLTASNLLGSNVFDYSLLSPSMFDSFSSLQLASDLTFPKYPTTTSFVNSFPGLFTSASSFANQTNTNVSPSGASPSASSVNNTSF
Fam108B inh = Fam108B inhibition, counter-screen for RBBP9 inhibitors; recombinant Fam108B, FP-Rh probe fluorescence polarization; inhibition, % at 9.51 µM; hit rate 0.33% among 300,000; AID 1947;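 active = inhibition above the screen mean inhibition plus 3 SD, computed separately per campaign, cut at about 18% in these data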;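 also: inhibitors lower polarization as less probe binds the enzyme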
GSTO1 inh = blocks human GSTO1 in RBBP9 counter-screen; P78417; recombinant GSTO1, activity-based probe fluorescence polarization; inhibition, % at 5.96 µM; hit rate 1.1% among 300,000; AID 1974;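 active = inhibition above the campaign mean inhibition plus 3 SD, cut at about 35% in these data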;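 also: 0% = GSTO1-1 with DMSO and 100% = wells lacking GSTO1-1 enzyme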
Target sequence (P78417 whole entry, looked up): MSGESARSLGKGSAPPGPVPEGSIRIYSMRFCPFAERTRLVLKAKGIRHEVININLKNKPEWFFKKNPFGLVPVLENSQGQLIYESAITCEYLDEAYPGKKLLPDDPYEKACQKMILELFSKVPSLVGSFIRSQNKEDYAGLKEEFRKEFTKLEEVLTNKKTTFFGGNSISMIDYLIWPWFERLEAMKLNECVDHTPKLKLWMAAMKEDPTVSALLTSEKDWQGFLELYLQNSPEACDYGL
PME-1 inh = PME-1 (human) inhibition; recombinant PME-1, FP-Rh probe fluorescence polarization; AID 2130; hit rate 0.53% among 320,000; inhibition, % at 5.9 µM;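 active = inhibition above the campaign mean of all compounds plus 3 SD, cut at about 26% in these data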;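 also: competitive labeling of PME-1 active site by serine hydrolase directed probe; 0% = PME-1 with DMSO and 100% = wells lacking PME-1 enzyme; inhibitors block probe labeling so polarization falls and inhibition rises; many of its hits are not listed in these tables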
BCLXL inh = blocks human Bcl-xL binding to Bim BH3 peptide | Q07817 | GST-Bcl-xL / FITC-Bim BH3 peptide fluorescence polarization | inhibition, % at 10.9 µM | hit rate 0.7% among 320,000 | AID 2129;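 active = inhibition above the mean of all tested compounds plus 3 SD, cutoff set per campaign, cut at about 30% in these data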;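 also: 0% = DMSO wells and 100% = unlabeled Bim-BH3 peptide competitor; inhibitors lower millipolarization by displacing the labeled peptide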
PAD4 FP inh = PAD4 (human) enzyme inhibition; inhibition, % at 6.36 µM; hit rate 0.41% among 330,000; recombinant PAD4, RCA probe fluorescence polarization; Q9UM07; AID 485272;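 active = percent inhibition above a cutoff equal to the mean of all tested compounds plus 3 SD, cut at about 15% in these data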;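 also: 0% = PAD4 with RCA probe and DMSO and 100% = probe without PAD4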
MCL1-BIM inh = MCL1-BIM-BH3 interaction inhibition (human). Q07820. GST-MCL1 / FITC-Bim-BH3 fluorescence polarization. inhibition, % at 10.9 µM. hit rate 0.68% among 320,000;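 active = inhibition above the mean inhibition of all tested compounds plus 3 SD, set per campaign, cut at about 40% in these data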;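 also: 0% = DMSO wells and 100% = unlabeled Bim-BH3 peptide control; higher means more loss of mP so more displacement of Bim peptide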
Target sequence (Q07820 whole entry, looked up): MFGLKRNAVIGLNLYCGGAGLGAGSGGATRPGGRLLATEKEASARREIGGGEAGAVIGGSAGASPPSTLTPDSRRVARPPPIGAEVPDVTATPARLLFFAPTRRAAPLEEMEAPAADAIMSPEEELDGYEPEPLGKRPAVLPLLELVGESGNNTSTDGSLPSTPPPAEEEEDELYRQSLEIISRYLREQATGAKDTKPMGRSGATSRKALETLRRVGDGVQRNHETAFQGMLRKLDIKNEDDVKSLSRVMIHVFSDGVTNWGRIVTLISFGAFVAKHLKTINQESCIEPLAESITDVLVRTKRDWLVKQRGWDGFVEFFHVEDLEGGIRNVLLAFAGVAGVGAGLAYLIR
* hit, by the source's call; . = not tested or not shown.

nr	SMILES	MEX-5 binding	TPT1 inh	GLD-1 TGE inh	Fam108B inh	GSTO1 inh	PME-1 inh	BCLXL inh	PAD4 FP inh	MCL1-BIM inh
1	CC(C)(C)C(=O)Oc1cc(N)n(S(=O)(=O)c2ccc(F)cc2)n1	1.0	-1	6	-1	-3	2	3	4	5
2	CCOc1ccc(NC(=O)C2CCN(S(=O)(=O)c3cccs3)CC2)cc1	-1.1	3	-3	-3	4	5	5	-6	10
3	CCOC(=O)Cn1nc(C)n(-c2ccccc2)c1=O	0.9	-1	3	-1	5	5	-1	0	-2
4	NNC(=O)c1csc(CS(=O)(=O)c2ccc(Cl)cc2)n1	0.5	0	8	0	-3	-1	4	-2	4
5	Cc1cc(C)nc(SCCS(=O)(=O)Cc2ccccc2)n1	-2.0	-2	5	-2	1	-1	5	2	6
6	NC(=O)c1ccccc1N1CCCCC1	-0.1	-2	-2	-1	-5	2	3	-4	5
7	CCc1nnc(NC(=O)c2ccc(OC)cc2OC)s1	1.7	0	0	1	-2	-2	3	3	5
8	CC1CC(C)(C)NC(=S)N1CCCC(=O)Nc1ccc2c(c1)OCCO2 (configuration not stated)	0.2	-1	12	-4	-1	-4	3	3	1
9	O=C(NCc1cccs1)C1CCN(C(=O)NCc2ccccc2)CC1	0.5	-3	-6	4	-2	2	5	0	11
10	CCCCCCCC#Cc1ccccc1/C=N/S(=O)c1ccc(C)cc1 (configuration not stated)	.	-1	-2	2	-1	0	-6	2	-6
11	Nc1c(C(=O)NCc2ccccc2)c2nc3ccccc3nc2n1CCCN1CCOCC1	-2.3	3	7	3	-3	13	6	-3	-3
12	COc1ccc(CNC(=O)c2sc(=S)n(-c3ccc(OC)cc3)c2N)cc1	-1.2	-2	4	-10	-2	4	5	-5	13
13	CC(C)CCNC(=O)c1c[nH]c2ccc(S(=O)(=O)N3CCOCC3)cc2c1=O	-0.7	1	-8	-5	-18	7	-1	5	3
14	O=C(COc1ccccc1Cl)Nc1ccc(CN2CCCCC2)cc1	-0.3	1	6	-2	6	-2	7	0	-9
15	O=C(NC1CC2CCC(C1)N2C(=O)NC1CCCCC1)NC12CC3CC(CC(C3)C1)C2 (configuration not stated)	0.3	-1	5	2	7	0	5	5	2
16	Brc1ccc(Nc2nc(-c3cccnc3)cs2)cc1	-4.1	-2	1	-2	33	13	4	-2	-3
17	COc1cccc(NC(=O)Cn2nnc(C(=O)NCc3ccc4c(c3)OCO4)c2N)c1	-3.5	-1	-9	-2	-3	-6	0	0	0
18	Nc1nc(NCC2CCCO2)nc(Nc2ccc(Cl)cc2)c1[N+](=O)[O-] (configuration not stated)	0.2	-2	1	-1	4	-3	2	-2	-4
19	O=C(COc1ccc(-c2nnco2)cc1)NC1CCCc2ccccc21 (configuration not stated)	-0.7	-5	0	-2	3	5	7	1	1
20	CCOCCCNC(=O)c1ccc(CS(=O)(=O)Cc2ccc(C)cc2)o1	-0.7	-3	3	8	5	-3	8	-2	6
21	NC(=O)c1ccc(N2CCN(S(=O)(=O)c3ccccc3)CC2)c([N+](=O)[O-])c1	-0.8	2	3	3	-3	11	-6	3	-3
22	CC(=O)NC1=C(Nc2ccc(N(C)C)cc2)C(=O)c2ccccc2C1=O	-2.4	0	7	2	46*	-1	9	17*	11
23	CCN(CC)S(=O)(=O)c1cccc(C(=O)Nc2nncs2)c1	0.7	-2	3	-6	8	3	2	8	-2
24	Cc1ccc(S(=O)(=O)N(C)C)cc1NC(=O)COc1ccc(-c2nnco2)cc1	0.4	0	-1	0	3	7	2	0	0
25	O=C(Cc1c[nH]c2ccccc12)N/N=C/c1cccc(F)c1	0.3	-2	6	3	-6	0	8	-1	-5

3 entries already listed, ordered by formula weight, highest first.
nr	SMILES	MEX-5 binding	TPT1 inh	GLD-1 TGE inh	Fam108B inh	GSTO1 inh	PME-1 inh	BCLXL inh	PAD4 FP inh	MCL1-BIM inh
12	COc1ccc(CNC(=O)c2sc(=S)n(-c3ccc(OC)cc3)c2N)cc1	-1.2	-2	4	-10	-2	4	5	-5	13
10	CCCCCCCC#Cc1ccccc1/C=N/S(=O)c1ccc(C)cc1 (configuration not stated)	.	-1	-2	2	-1	0	-6	2	-6
5	Cc1cc(C)nc(SCCS(=O)(=O)Cc2ccccc2)n1	-2.0	-2	5	-2	1	-1	5	2	6

Continuation:
nr	SMILES	MEX-5 binding	TPT1 inh	GLD-1 TGE inh	Fam108B inh	GSTO1 inh	PME-1 inh	BCLXL inh	PAD4 FP inh	MCL1-BIM inh
26	COc1ccccc1N1CCN(C(=O)CSc2ncnc3c2cnn3-c2ccc(C)c(C)c2)CC1	1.8	0	-3	-4	1	-3	-4	0	-5
27	CCOc1ccc(Oc2cc(N)cc([N+](=O)[O-])c2)cc1	-0.2	2	-5	1	1	-7	-5	-3	0
28	CCCCCCSC1=C(C#N)C(c2ccc(C)o2)CC(=O)N1 (configuration not stated)	3.4	0	6	-3	-7	6	5	3	13
29	CSc1ccccc1C(=O)NCC(c1ccco1)N(C)C (configuration not stated)	1.6	-1	10	-2	-6	-1	7	2	5
30	Cc1ccc(O)c(NC(=O)c2onc(C)c2Cl)c1	-1.4	-2	-3	-11	1	1	-6	-11	-17
31	C=CCc1c(C)nc2c(C)cccc2c1SC(=N)N	-3.4	-4	4	-2	-1	-7	-2	12	0
32	N=c1n(CCN2CCCC2)c2ccccc2n1CC(O)c1ccc(Cl)c(Cl)c1 (configuration not stated)	-0.5	-6	5	3	-1	-4	-1	-1	-8
33	COc1ccc(CCNC(=O)C/C(C)=N/NC(=O)c2cnccn2)cc1	-2.2	-2	-4	0	4	-1	6	-3	2
34	CC(=O)N1C(=O)N(C)C2C1N(C(C)=O)C(=O)N2C (configuration not stated)	1.1	-6	-1	0	15	1	4	4	2
35	O=C(COC(=O)c1ccccn1)Nc1cc(Cl)ccc1Cl	2.4	1	4	-2	-1	-4	-5	-1	-9
36	CC(NC(=O)c1cccc(S(=O)(=O)N2CCc3ccccc32)c1)c1ccco1 (configuration not stated)	.	.	3	.	.	5	0	0	3
37	COc1cc2c(cc1OC)CN(CC(O)c1ccccc1)CC2 (configuration not stated)	4.5	2	1	3	9	1	5	3	-4
38	C=CCn1c(COc2ccc(Cl)cc2)nnc1SCC(=O)c1c(N)n(C)c(=O)n(C)c1=O	-1.9	-3	-5	-2	-6	-4	-1	2	-3
39	O=[N+]([O-])c1cc(CN2CCCCCC2)ccc1O	0.8	1	2	2	2	1	10	3	15
40	O=C1c2ccccc2CN2C(=O)c3ccccc3CN12	-1.2	-1	4	7	-1	-4	2	3	7
41	CC(=O)Nc1ccc(C(=O)OCC(=O)c2cccc([N+](=O)[O-])c2)cc1	-2.2	-5	0	-3	-2	2	5	-1	9
42	Cn1c(SCC(=O)Nc2ccc(N3CCOCC3)cc2)nnc1-c1ccccc1	0.7	2	-1	1	9	-1	1	-7	-1
43	O=C(NC1CCN(C(=S)Nc2ccccc2Cl)CC1)C1CCCCC1	0.7	0	7	3	2	0	8	2	18
44	CCCc1nnc(NC(=O)CCC(=O)NC2CCCCC2)s1	0.7	-3	0	1	8	-11	5	1	7
45	Cc1ccc2cc(CCNS(=O)(=O)c3ccc(F)cc3)c(=O)[nH]c2c1	.	1	11	3	2	0	8	5	5
46	CCn1cc(CCC(=O)NCCc2ccccc2)c2ccccc21	1.6	-4	6	0	-1	6	4	3	-5
47	CC(C)(C)N1C(=O)[C@H]2[C@@H](c3ccc(Br)cc3)N3C(=O)N(c4cccc(Cl)c4)C(=O)[C@@]3(C)[C@H]2C1=O	2.1	0	10	2	9	0	2	-2	2
48	Cc1ccc(S(=O)(=O)Nc2cccc(C(=O)NCC(c3ccco3)N3CCCC3)c2)cc1F (configuration not stated)	1.5	2	5	1	2	-6	7	3	6
49	CCC(C)NC(=O)CN1C(=O)CSc2ccc(S(=O)(=O)N3CCCC3)cc21 (configuration not stated)	-0.7	0	-4	-2	2	1	1	-1	-1
50	Cc1ccc2c(cnn2C(=O)CCC(=O)N2CCCCC2C)c1 (configuration not stated)	0.5	-1	-2	4	-2	1	0	-3	5

An excerpt of these results, with values under each structure.
Values run as follows: MEX-5 binding | TPT1 inh | GLD-1 TGE inh | Fam108B inh | GSTO1 inh | PME-1 inh | BCLXL inh | PAD4 FP inh | MCL1-BIM inh
[30] Cc1ccc(O)c(NC(=O)c2onc(C)c2Cl)c1
→ -1.4 | -2 | -3 | -11 | 1 | 1 | -6 | -11 | -17
[31] C=CCc1c(C)nc2c(C)cccc2c1SC(=N)N
→ -3.4 | -4 | 4 | -2 | -1 | -7 | -2 | 12 | 0
[32] N=c1n(CCN2CCCC2)c2ccccc2n1CC(O)c1ccc(Cl)c(Cl)c1 (configuration not stated)
→ -0.5 | -6 | 5 | 3 | -1 | -4 | -1 | -1 | -8
[33] COc1ccc(CCNC(=O)C/C(C)=N/NC(=O)c2cnccn2)cc1
→ -2.2 | -2 | -4 | 0 | 4 | -1 | 6 | -3 | 2
[34] CC(=O)N1C(=O)N(C)C2C1N(C(C)=O)C(=O)N2C (configuration not stated)
→ 1.1 | -6 | -1 | 0 | 15 | 1 | 4 | 4 | 2
[35] O=C(COC(=O)c1ccccn1)Nc1cc(Cl)ccc1Cl
→ 2.4 | 1 | 4 | -2 | -1 | -4 | -5 | -1 | -9
[36] CC(NC(=O)c1cccc(S(=O)(=O)N2CCc3ccccc32)c1)c1ccco1 (configuration not stated)
→ . | . | 3 | . | . | 5 | 0 | 0 | 3
[37] COc1cc2c(cc1OC)CN(CC(O)c1ccccc1)CC2 (configuration not stated)
→ 4.5 | 2 | 1 | 3 | 9 | 1 | 5 | 3 | -4
[38] C=CCn1c(COc2ccc(Cl)cc2)nnc1SCC(=O)c1c(N)n(C)c(=O)n(C)c1=O
→ -1.9 | -3 | -5 | -2 | -6 | -4 | -1 | 2 | -3
[39] O=[N+]([O-])c1cc(CN2CCCCCC2)ccc1O
→ 0.8 | 1 | 2 | 2 | 2 | 1 | 10 | 3 | 15
[40] O=C1c2ccccc2CN2C(=O)c3ccccc3CN12
→ -1.2 | -1 | 4 | 7 | -1 | -4 | 2 | 3 | 7
[41] CC(=O)Nc1ccc(C(=O)OCC(=O)c2cccc([N+](=O)[O-])c2)cc1
→ -2.2 | -5 | 0 | -3 | -2 | 2 | 5 | -1 | 9
[42] Cn1c(SCC(=O)Nc2ccc(N3CCOCC3)cc2)nnc1-c1ccccc1
→ 0.7 | 2 | -1 | 1 | 9 | -1 | 1 | -7 | -1
[43] O=C(NC1CCN(C(=S)Nc2ccccc2Cl)CC1)C1CCCCC1
→ 0.7 | 0 | 7 | 3 | 2 | 0 | 8 | 2 | 18
[44] CCCc1nnc(NC(=O)CCC(=O)NC2CCCCC2)s1
→ 0.7 | -3 | 0 | 1 | 8 | -11 | 5 | 1 | 7

Screening results from PubChem.

Only part of the results is shown; count on the stated rates, not on these rows.
